F508del corr: CFTR F508del correction in bronchial cells. CFBE cells, YFP halide quenching; stimulated with forskolin plus potentiator P3; % fluorescence drop versus neutral controls. activity (quench increase), % at 7.58 µM. 350,000 compounds, 0.36% hits;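 active means mean added fluorescence quench of at least 8% versus neutral control, with both replicates also reaching 8%; inconclusive means only one of the mean or replicate conditions met; inactive means mean below 8% and not both replicates reaching 8%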;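 further: cells transiently co-express mutant CFTR-F508del with the halide-sensitive YFP; corrector assay measuring rescue of mutant channel to the surface after 24 h compound exposure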
EWS-Fli inh: blocks EWS/Fli oncoprotein-driven transcription | A673 NR0B1-luciferase reporter, viability-normalised | inhibition, % at 12.6 µM | 350,000 compounds, 0.67% hits | AID 651661;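 active means mean inhibition of at least 50% after viability correction, with every replicate also passing that limit; inconclusive means mean reaches 50% but only one of two replicates passes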;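 further: firefly luciferase signal divided by Alamar Blue viability fluorescence both relative to DMSO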
DENV2 CPE rescue: protects cells from dengue virus 2 cytopathic effect | DENV2-infected cells, cytopathic effect rescue, plate reader | 350,000 compounds, 1.7% hits | CPE inhibition, % at 9.99 µM; in the data active means CPE inhibition above about 20%, passing the limit was not always enough; inconclusive means no clear call, values can overlap the other calls; tested in BHK-21 cells;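 further: 0% = median of neutral control wells and 100% = median of positive control wells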
miR122 inh: inhibitors of miR-122 in Huh7 cells; Huh7 miR-122 Renilla luciferase sensor, 48 h; neutral wells = 0, positive control = 100; activation (reporter increase), % at 12.5 µM; 340,000 compounds, 0.3% hits; AID 602342;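 active means mean replicate activation score at least 90 and every replicate individually at or above 90; inconclusive means only one of the two criteria met; inactive means neither criterion met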;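 further: higher luciferase means less miR-122 activity so hits act as miR-122 inhibitors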
PAX8 reporter: inhibitors of PAX8 transcriptional activity in RMG-I cells | 360,000 compounds, 1.2% hits | RMG-I TPO-luciferase reporter, SteadyGlo, 24 h | inhibition, % at 12.6 µM;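 active means mean replicate inhibition at least 60% with every replicate also reaching 60%; inconclusive means only one of the two criteria is met; inactive means mean below 60% and not all replicates reaching 60%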;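 further: luciferase light reporting Pax8 driven TPO promoter activity; plate controls were median of neutral control wells for no effect and mitoxantrone controls for full effect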
FN deposition inh: fibronectin deposition inhibition; AH1F fibroblasts, Alexa488-fibronectin deposition fluorescence, overnight; inhibition, % at 12.6 µM; 350,000 compounds, 0.086% hits; AID 743247;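 active means mean inhibition across replicates of 30% or more, regardless of how many single replicates reach that level; inconclusive means mean under 30% yet at least half of replicates reach 30%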;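 further: positive control wells lacked labelled fibronectin entirely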
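Material – AH1F fibroblast monolayer, labelled fibronectin deposition · Reagent – labelled fibronectin 24 nM · Timing – 1 h adhesion, overnight exposure · Measured by – fluorescence at 485 nm excitation, 525 nm emission · Read-out – inhibition of fibronectin deposition signal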
GSIS activator: GLuc luminescence reporter in INS-1E cells, primary screen for activators of glucose-dependent secretion of insulin | INS-1E GLuc reporter insulin secretion, 2-3 h | activation, % at 16.6 µM | 370,000 compounds, 0.61% hits | AID 743287;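 active means lowest replicate activation of at least 40%, so every replicate reaches that level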;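 further: 0% = median of neutral control wells and 100% = median of IBMX positive control wells; some compounds called inactive have numbers as strong as hits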
* hit, by the source's call; ? = inconclusive; / = no result given; [ ] = dose if it differs, or a comment.

SMILES	F508del corr	EWS-Fli inh	DENV2 CPE rescue	miR122 inh	PAX8 reporter	FN deposition inh	GSIS activator
Cc1ccc(N2CC(C(=O)Nc3nnc(SCC(N)=O)s3)CC2=O)cc1 (centres undefined)	-0.4	/	0	-1	-4	/	-6
COC(=O)N1CCCC(c2cc(C(=O)Nc3ccccc3Cl)no2)C1 (centres undefined)	1.7	-113	6	-3	-170	6	/
Cc1ccc(/C=N/NC(=O)c2ccc(C(=O)N/N=C/c3ccc(C)s3)o2)s1	/	/	/	10	-7	2	/
N=c1sccn1CC(=O)Nc1ccc([N+](=O)[O-])cc1Cl	1.7	2	2	/	27	0	24
CN(C(=O)CSc1nncc2ccccc12)C1CCCCC1	0.3	-26	1	/	13	-3	-1
Cc1ccc(CNC(=O)Nc2nnc([C@H]3C[C@H](O)[C@@H](CO)O3)s2)cc1	1.6	3	-10	-4	6	1	12
CCN(CC)S(=O)(=O)c1cc(NC(=O)c2ccc(Br)s2)ccc1C	2.4	-50	2	8	30	-23	-13
CC(=O)OC(C(=O)NC1CCCCC1)c1ccc(Cl)c(Cl)c1 (centres undefined)	1.6	21	-4	/	-3	0	-28
CCCNC(=O)c1cc(C2CCCN(S(=O)(=O)c3cccc4cccnc34)C2)on1 (centres undefined)	-4.4	10	-3	24	6	-2	-4
CC1CCC(C(=O)NC(C(=O)NCc2ccccn2)C(C)C)CC1 (centres undefined)	/	/	/	2	-4	1	/
C[C@H](CO)N1C[C@H](C)[C@H](CN(C)Cc2ccc(-c3ccccc3)cc2)Oc2ccc(NC(=O)C3CCCCC3)cc2C1=O	2.4	12	5	-2[16.7 µM]	/	-5	-16
CC(C)(C)N1CC(OC(N)=O)C1	3.8	-18	2	/	1	-3	11
COc1cc(NC(=O)CN(C)S(=O)(=O)c2ccc(-c3ccc(=O)[nH]n3)s2)cc(OC)c1	2.9	-14	-2	-5	-2	-33	2
COc1cc(/C=N/Nc2nc(=O)[nH]nc2C)cc(OC)c1O	0.3	0	-2	4	-5	-3	-2
CCC(C)OC(=O)C1=C(C)O[C@]23OC(N)=C(C#N)[C@]12C(=O)c1ccccc13 (some centres undefined)	/	/	/	0	12	6	/
CN1C(=O)CC(c2cn(Cc3ccccc3)c3ccccc23)C1=O (centres undefined)	1.5	-1	-1	2	10	-5	-18
O=C1NC(c2ccc(O)cc2)Nc2ccccc21 (centres undefined)	-4.0	-33	1	/	-36	-7	5
O=C(NC1CC1)C1=C[C@@H](c2csc3ccccc23)C[C@@H](OCCCCO)O1	-1.0	0	12	12	5	2	-6
CN(C)C(=O)CCc1ccc2c3c([nH]c2c1)[C@]1(CCc2ccccc2)[C@@H](C(=O)N2CCCCC2)C[C@H](CC(=O)NCc2ccco2)C(=O)N1CC3	-0.3	5	-10	/	3	2	-9
C/C(=N\NC(=O)c1nnn(-c2nonc2N)c1C(C)C)c1ccncc1	1.8	-3	-1	-9	31	6	14
O=C(Nc1ccccc1)N1CCCCN2[C@H](CO)[C@H](c3ccc(C#CC4CC4)cc3)[C@@H]2C1	4.2	/	10	1[16.7 µM]	19	/	-17
CS(=O)(=O)N(CC(=O)N1CCc2ccccc2C1)c1ccccc1Br	0.4	7	3	/	-5	-4	5
COc1ccc(C(=O)NC[C@H]2O[C@@H](n3cnc4c(N)ncnc43)[C@H](O)[C@@H]2O)cc1OC	1.3	-1	-1	-1	-13	2	10
O=C(/C=C/c1ccc(Cl)cc1)N1CCN(Cc2ccccc2)CC1	-2.6	-10	-6	3	8	0	-30
Cc1ccc(-c2[nH]nc(N)c2N=Nc2cccc(Cl)c2C)cc1	/	/	/	4	29	1	/
CCN1CCN(C(=O)c2ccccc2N(Cc2ccccc2)S(=O)(=O)c2ccc(C)cc2)CC1	/	/	/	-3	23	25	/
COc1ccc(CCNC(=O)CN(c2ccccc2OC)S(=O)(=O)c2ccc(C)cc2)cc1	0.9	/	?	2	24	/	-36
CN1c2ccc(-c3cccc(C#N)c3)cc2[C@H]2[C@H](CCN2S(=O)(=O)c2cccc(F)c2)[C@@H]1CO	5.6	17	/	-7[16.7 µM]	24	14	7
CSc1cccc(NS(=O)(=O)c2cc(Br)cnc2N)c1	-0.1	-27	7	106*	3	6	-52
O=C(C[C@H]1C=C[C@H](NC(=O)CCN2CCCCC2)[C@H](CO)O1)NCc1ccc(Cl)c(Cl)c1	-0.5	2	3	-5[16.7 µM]	6	-3	4
COc1nc(NCCc2ccc(OC)c(OC)c2)nc(Nc2ccccc2)n1	3.3	-32	-2	-4	-35	-1	-9
C[C@@H]1CCCCO[C@H](CN(C)Cc2ccc(C(F)(F)F)cc2)[C@H](C)CN([C@@H](C)CO)C(=O)c2cc(NC(=O)Nc3ccccc3)ccc2O1	-3.9	23	-11	-1[16.7 µM]	75*	-3	3
CCc1nc2ccc(C(=O)N(C)Cc3ccccc3)cn2c1N(CC)CCN(C)C	-2.1	-5	2	-5	2	4	-2
CCOc1ccc(NS(=O)(=O)c2ccc(C(=O)N(C)CCc3ccc(OC)c(OC)c3)cc2)cc1	3.1	-3	-9	/	0	3	4
O=C(Nc1ccc2c(c1)OCCO2)C(CCc1ccccc1)N(Cc1ccccc1)Cc1ccccc1 (centres undefined)	-2.5	6	-11	1	7	4	6
CCN1CCN(C(=O)CCc2nnc(CCc3ccccc3OC)o2)[C@@H](C)C1=O	-4.0	-3	12	1	-9	7	5
COc1ccccc1NC(=O)N1CCCCN2[C@H](C1)[C@H](c1ccc(-c3ccccc3)cc1)[C@@H]2CO	-3.6	4	2	1[16.7 µM]	-14	/	/
CC1=C(C(=O)N(C(C)C)C(C)C)CC(CC(=O)NC2CC2)C(=O)N1CCCN1CCCC1=O (centres undefined)	0.3	6	-10	4	-11	3	-2
O=C(OCC(=O)N1CCOCC1)c1ccccc1OCc1ccccc1	1.5	-2	?	/	-7	-3	16
CN(CC1CCCN(CCc2ccc(Cl)cc2)C1)C(=O)c1ccco1 (centres undefined)	0.8	5	?	3	-5	-6	4
O=C(c1ccc2c(c1)OCO2)N1CCCCN2[C@@H](CO)[C@H](c3ccc(-c4ccccc4)cc3)[C@@H]2C1	-0.7	/	-12	4[16.7 µM]	-19	/	-31
O=C1c2ccccc2C(=O)C12OC(c1ccccc1)C1(C(=O)c3ccccc3C1=O)C2c1ccc([N+](=O)[O-])cc1 (centres undefined)	/	/	/	4	-10	6	/
COc1ccccc1NC(=O)Nc1ccc2c(c1)C(=O)N(C)C[C@@H](OC)[C@@H](C)CN(C)[C@@H](C)CO2	0.0	4	7	/	-1	-12	-7
COCC(=O)N(C)C[C@@H]1Oc2ncc(-c3ccccc3OC)cc2C(=O)N([C@H](C)CO)C[C@@H]1C	0.6	-10	18	29[16.7 µM]	/	-30	19
C[C@H]1CN([C@@H](C)CO)C(=O)Cc2cc(NC(=O)Nc3ccc(F)cc3)ccc2O[C@@H]1CN(C)C(=O)Nc1ccc(C(F)(F)F)cc1	-0.9	13	3	3[16.7 µM]	-26	/	-12
CO[C@H]1CN(C)C(=O)c2cc(NC(=O)C3CCC3)ccc2OC[C@@H](C)N(CC2CCCCC2)C[C@H]1C	4.1	-10	3	/	-11	7	-5
CCc1ccc(NC(=O)Cn2nnc(C(=O)NCc3ccc4c(c3)OCO4)c2N)cc1	-0.2	2	1	-14	11	2	8
CC(C)N(Cc1nccn1C)C(=O)c1cc(COc2cccc(C(F)(F)F)c2)on1	-0.2	/	-3	0	8	-3	-20
CC(/C=C/c1ccccc1)=N/NC(=O)Cn1nnc(N)n1	-0.5	3	3	2	-3	5	-6
N/C(=N\OC(=O)c1ccc(Cl)c([N+](=O)[O-])c1)c1ccccn1	3.9	-13	2	/	12	-2	3
CC(C)NC(=O)Nc1ccc2c(c1)C(=O)N([C@@H](C)CO)C[C@H](C)[C@H](CN(C)S(=O)(=O)c1ccc(F)cc1)OCCCC[C@@H](C)O2	-0.3	10	-11	28[16.7 µM]	0	/	-2
O=C(NCc1ccccc1F)c1cccc(S(=O)(=O)N2CCCCCC2)c1	0.2	9	-9	/	3	-2	/
O=C(COC(=O)c1ccco1)NC1CCCc2ccccc21 (centres undefined)	-3.9	-1	5	-4	-8	-3	15
CCOC(=O)N1CCN(c2ncnc3c2cnn3-c2ccc(Cl)cc2)CC1	-1.2	1	1	/	/	/	2
CN(CC(=O)NC1CCCc2ccccc21)S(=O)(=O)c1cccs1 (centres undefined)	/	-2	0	0	5	-5	6
CO[C@H]1CN(C)C(=O)c2cc(NC(=O)C3CC3)ccc2OC[C@H](C)N(C(=O)c2cccnc2)C[C@@H]1C	2.0	6	?	/	/	-5	-19
Cc1cc2nc(CN(C)C(=O)C3CCC(=O)N(C4CCCC4)C3)[nH]c2cc1C (centres undefined)	0.5	-14	-2	/	-3	8	-2
O=C(NC[C@H]1[C@@H](c2ccccc2)[C@H](CO)N1C(=O)Cc1cccnc1)C1CC1	2.7	-4	-8	-14[16.7 µM]	-4	-27	6
CN1c2ccc([N+](=O)[O-])cc2C(C)(C)C12C=Cc1cc(C(=O)O)ccc1O2 (centres undefined)	1.2	13	13	/	8	7	-2
COc1ccc(-c2nc(CN3CCC(C(=O)NC4CCCC4)CC3)c(C)o2)cc1OC	3.8	0	9	/	-6	2	29

2 entries picked at random from those above, as already listed:
SMILES	F508del corr	EWS-Fli inh	DENV2 CPE rescue	miR122 inh	PAX8 reporter	FN deposition inh	GSIS activator
O=C(NC[C@H]1[C@@H](c2ccccc2)[C@H](CO)N1C(=O)Cc1cccnc1)C1CC1	2.7	-4	-8	-14[16.7 µM]	-4	-27	6
CN(CC(=O)NC1CCCc2ccccc21)S(=O)(=O)c1cccs1 (centres undefined)	/	-2	0	0	5	-5	6

The results go on:
SMILES	F508del corr	EWS-Fli inh	DENV2 CPE rescue	miR122 inh	PAX8 reporter	FN deposition inh	GSIS activator
COc1ccc(OC)c(NC(=O)COC(=O)CCCN=C2NS(=O)(=O)c3ccccc32)c1	-3.7	-4	-4	1	2	-4	/
CN(CC(=O)Nc1ccc2c(c1)CCC2)CC(=O)Nc1ccccc1Br	-0.7	7	-5	/	-15	/	-4
C[C@@H](NS(=O)(=O)c1ccc(Br)cc1F)[C@@H](O)c1ccccc1	0.8	5	1	-1	-1	10	14
C[C@H]1CN([C@@H](C)CO)C(=O)c2cc(NS(C)(=O)=O)ccc2O[C@H]1CN(C)Cc1ccc(C(=O)O)cc1	0.1	0	7	-4[16.7 µM]	/	/	14
C=CCNc1ncnc2c1ncn2[C@H]1CN(C2CCCC2)C[C@@H](CO)O1	3.5	-9	17	-4	-15	4	3
CCc1cccc(OCC(=O)Nc2cc(S(=O)(=O)N3CCOCC3)ccc2N2CCCC2)c1	1.2	7	3	-4	-7	/	-7
CC(=O)N1CCCCN2[C@H](CO)[C@@H](c3ccc(C#Cc4ccccc4F)cc3)[C@H]2C1	2.3	-7	24*	16[16.7 µM]	1	/	-3
Cc1noc(C)c1NC(=O)Nc1ccc2c(c1)C(=O)N([C@H](C)CO)C[C@@H](C)[C@H](CN(C)Cc1ccc(Cl)c(Cl)c1)O2	-2.0	-4	-3	-5[16.7 µM]	-2	/	-10
CCOc1cc(N2CCOCC2)c(OCC)cc1NC(=O)[C@H](C)NC(=O)c1ccco1	1.0	9	37*	3	-13	18	-13
COc1ccc(N2CCN(CCCNC(=S)Nc3c(C)cccc3C)CC2)cc1	0.6	3	2	-4	17	4	-37
CCCC1=Nc2cc(C(=O)NCCCOCC)ccc2Sc2ccccc21	/	/	/	50	99*	/	-15

Limited to PAX8 reporter, miR122 inh and FN deposition inh, for two of the compounds above:
molecule | PAX8 reporter | miR122 inh | FN deposition inh
CCOc1cc(N2CCOCC2)c(OCC)cc1NC(=O)[C@H](C)NC(=O)c1ccco1 | -13 | 3 | 18
COc1ccc(N2CCN(CCCNC(=S)Nc3c(C)cccc3C)CC2)cc1 | 17 | -4 | 4

From PubChem
